# Source: PubChem BioAssay (several laboratories)
# p97 ATPase inh – human p97 ATPase inhibition; actives 0.42% (n = 220,000); inhibition, % at 8 µM; recombinant p97 ATPase, Kinase-Glo ATP luminescence, 3 h; AID 1481; in the data active = inhibition above about 15%;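 also: 0% = DMSO vehicle and 100% = wells lacking enzyme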
# Furin inh – inhibitors of human furin | P09958 | purified furin, fluorogenic substrate cleavage | inhibition, % at 30 µM | actives 0.061% (n = 220,000) | AID 463115; in the data active = inhibition above about 25%; also: inactives centre near -15
# RBBP9 inhibitor – blocks human serine hydrolase RBBP9. O75884. recombinant RBBP9, FP-Rh probe fluorescence polarization. inhibition, % at 7.94 µM. actives 0.2% (n = 220,000). AID 1515;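 active = inhibition above the campaign mean of all tested compounds plus 3 SD, cut at about 14% in these data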;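 also: plate controls were DMSO wells with RBBP9 for no effect and wells lacking RBBP9 protein for full effect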
# Target sequence (O75884 whole entry, looked up): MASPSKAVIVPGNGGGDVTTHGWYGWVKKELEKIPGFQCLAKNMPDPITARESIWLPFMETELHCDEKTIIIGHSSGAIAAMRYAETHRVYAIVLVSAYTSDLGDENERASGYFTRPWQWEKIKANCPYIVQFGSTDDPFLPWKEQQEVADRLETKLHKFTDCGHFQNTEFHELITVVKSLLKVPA
#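 System: RBBP9 protein | Quantity: 2.5 µM RBBP9 dispensing solution, before mixing | Reagent: FP-Rh probe, 375 nM dispensing solution | Timing: Enzyme-compound preincubation 30 min, then probe labeling 45 min, 25 °C | Measured by: Fluorescence polarization | Read-out: % inhibition | Replication: One well per compound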
# Calpain2 inh – blocks pig calpain II enzyme activity; purified calpain II, fluorogenic peptide substrate, 30 min; inhibition, % at 16 µM; actives 0.37% (n = 220,000);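 active = inhibition above about 50%, limit read from the data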
# NCF1 inh – inhibitors of human p47phox binding | P14598 | p47phox/p22phox peptide binding, fluorescence polarization, 2 h | inhibition, % at 24.7 µM | actives 0.53% (n = 220,000) | AID 1274;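 active = inhibition above about 30%, limit read from the data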;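 also: 0% = p47phox with labelled peptide and 100% = labelled peptide alone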
# Runt-CBFb FRET – inhibitors of human RUNX1 Runt domain binding to CBFb; Q01196+Q13951; Cerulean-Runt/Venus-CBFb FRET ratio 530/480, 1 h; inhibition, % at 20 µM; actives 0.46% (n = 220,000);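 active = inhibition over about 50% at 20 µM in the single-dose screen, limit read from the data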;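 also: 0% = DMSO wells and 100% = excess unlabeled CBFb competitor control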
# Target sequence (Q01196 whole entry, looked up, the tested form may be a part): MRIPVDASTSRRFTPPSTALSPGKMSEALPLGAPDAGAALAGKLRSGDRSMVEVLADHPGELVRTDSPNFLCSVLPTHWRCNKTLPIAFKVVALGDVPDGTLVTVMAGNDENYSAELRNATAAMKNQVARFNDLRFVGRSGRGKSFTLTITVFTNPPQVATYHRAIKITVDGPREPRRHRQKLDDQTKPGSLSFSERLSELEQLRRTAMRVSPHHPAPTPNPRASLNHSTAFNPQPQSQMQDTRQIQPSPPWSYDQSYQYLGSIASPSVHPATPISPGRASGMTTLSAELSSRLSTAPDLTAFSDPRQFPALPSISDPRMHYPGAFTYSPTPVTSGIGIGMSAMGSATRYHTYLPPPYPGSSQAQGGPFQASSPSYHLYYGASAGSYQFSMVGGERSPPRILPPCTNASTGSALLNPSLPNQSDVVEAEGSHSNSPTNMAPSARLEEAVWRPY
# Target sequence (Q13951 whole entry, looked up, the tested form may be a part): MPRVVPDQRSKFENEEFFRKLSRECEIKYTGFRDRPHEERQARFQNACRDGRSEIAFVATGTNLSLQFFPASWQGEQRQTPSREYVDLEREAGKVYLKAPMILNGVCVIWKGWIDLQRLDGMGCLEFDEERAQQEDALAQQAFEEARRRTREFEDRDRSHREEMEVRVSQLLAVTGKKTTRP
#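 Measured by: fluorescence energy transfer, 422 nm excitation, 530/480 nm emission; Assay system: Cerulean-Runt domain; Medium: Tris pH 7.5 buffer with BSA; Measure: loss of energy transfer signal; Controls: 5 µM unlabeled CBFb as full-inhibition high control; Incubation: protein complex preformed 1 h, compound exposure 1 h, room temperature, dark.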
# Runt-SMMHC FRET – blocks binding of human RUNX1 Runt domain to CBFb-SMMHC; Q01196+Q13951; Cerulean-Runt/Venus-CBFb-SMMHC FRET ratio 530/480, 1 h; inhibition, % at 20 µM; actives 0.74% (n = 220,000);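 active = mean inhibition across duplicate retests at 20 µM reaching about 50%, limit read from the data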;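 also: 0% = DMSO wells and 100% = wells with excess untagged CBFb-SMMHC; inhibitors lower the FRET ratio by blocking Runt binding to CBFb-SMMHC; some results filed as inactive read as strong as hits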
# EBV gp42 inh – blocks Epstein-Barr virus glycoprotein 42 binding; Fluorescence polarization binding assay, mP read-out; inhibition, % (tested at 21.74 µM); actives 0.42% (n = 220,000); in the data active = inhibition above about 50%
# Target sequence (Q1HVG2 whole entry, looked up): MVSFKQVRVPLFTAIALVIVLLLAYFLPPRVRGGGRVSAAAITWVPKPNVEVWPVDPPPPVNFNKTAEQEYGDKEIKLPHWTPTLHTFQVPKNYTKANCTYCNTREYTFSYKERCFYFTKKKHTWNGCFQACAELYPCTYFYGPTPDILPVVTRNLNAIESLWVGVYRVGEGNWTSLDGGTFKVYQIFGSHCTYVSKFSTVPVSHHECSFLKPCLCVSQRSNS
# TbHK1 inh – T. brucei hexokinase 1 inhibition. actives 0.11% (n = 220,000). recombinant TbHK1, G6PDH-coupled NADH A340. inhibition, % at 10 µM. AID 1430;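 active = inhibition of 50% or more in the single-dose primary screen; inactive = inhibition below 50%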
# * marks the source's active call; other numbers are inactive results; i = inactive; / = no result given; [ ] = another dose, or the depositor's remark.
no.	structure	TbHK1 inh	Runt-SMMHC FRET	Calpain2 inh	RBBP9 inhibitor	NCF1 inh	Furin inh	EBV gp42 inh	Runt-CBFb FRET	p97 ATPase inh
1	CC(OC(=O)CCCc1nc2ccccc2s1)C(=O)NC(N)=O (stereo not given)	-21	-4	-15	-1	-8	-22	-6	1	4
2	O=C(CCc1nnc(COc2ccccc2)o1)NCCc1cccs1	-3	-2	-18	2	8	-32	7	1	4
3	O=C(c1ccc(Cl)nc1)N1CCC(Cc2ccccc2)CC1	-9	1	-19	1	-1	-14	1	1	-1
4	COC(=O)CCN(C(=O)c1ccc(Cl)c([N+](=O)[O-])c1)c1ccccn1	-7	-2	0	-3	-15	-13	-27	1	8
5	CCn1c(C)nc2cc(C(=O)N/N=C/c3ccccc3C)ccc21	-7	-2	-17	-1	-5	-22	-16	0	8
6	COc1ccc(S(=O)(=O)N2CCNCC2)cc1OC	-2	-3	0	1	-15	-26	-11	2	3
7	CC1=C(C(=O)Nc2ccccc2)C(c2cccs2)NC(=O)N1 (stereo not given)	-1	4	0	-7	-2	-18	5	1	0
8	CC(SCC(=O)NC12CC3CC(CC(C3)C1)C2)C(=O)O (stereo not given)	33	-49	2	-13	-4	-13	2	-2	0
9	Cc1ccc(CSc2ncnc3c2cnn3-c2ccccc2)cc1	-5	-1	-8	1	3	-28	-4	2	3
10	CCOc1cc(C(=O)OCC(=O)c2c(C)[nH]c3ccccc23)ccc1OCC(=O)N1CCOCC1	-4	-4	13	-5	-6	-18	-5	-3	4
11	O=C(CSc1ccc(Cl)cc1)NCc1ccncc1	-4	-2	-8	2	4	-19	-8	0	4
12	Cn1c(=O)c2c(ncn2CC(=O)N2CCc3ccccc3C2)n(C)c1=O	0	-2	-19	4	-15	-10	-16	-1	3
13	Cc1ccc(NC(=O)COC(=O)/C=C/c2c(C)nn(-c3ccc(F)cc3)c2Cl)cc1F	1	0	-8	-9	-30	-22	-10	1	5
14	COc1ccc2nc(C(C)O)[nH]c2c1 (stereo not given)	1	-6	4	-5	4	-22[20 µM]	-12	1	7
15	O=C(NN=C1C2CC3CC(C2)CC1C3)c1cccc(S(=O)(=O)N2CCOCC2)c1	21	2	24	-8	-3	-5	12	-1	-2
16	Nc1nnnn1CC(=O)N/N=C/C=C/c1ccccc1	-24	0	-19	-7	-13	-20	-18	3	6
17	COC(=O)[C@H](CCSC)NC(=O)NCCc1ccccc1F	4	4	-1	-1	-5	-29[20 µM]	-11	0	2
18	c1ccc(N2CCOCCOCCOCCOCC2)cc1	-10	1	-1	-3	-4	-27	-7	-1	-4
19	COC(=O)c1[nH]c2ccccc2c1NC(=O)CCN1CCSCC1	-14	-3	-52	-9	5	-19	-17	0	3
20	CC(=N/O)/C(C)=N\NC(=O)c1ccccn1	2	1	42	-2	5	-6	-3	0	-12
21	O=C(c1ccc(Cl)nc1)c1cccs1	-7	1	-35	-3	-12	-31	-11	-2	6
22	Cc1ccc(-c2cc(-c3ccccc3Cl)c(C#N)c(N)n2)o1	-8	32	-380	-3	-27	-22[20 µM]	15	19	1
23	Clc1ccc(C2=Nn3c(nnc3-c3n[nH]c4c3CCC4)SC2)cc1Cl	3	-8	1	-2	-1	-22[20 µM]	2	-6	7
24	CCC(C)NC(=O)CSc1nc2ccc(N3CCOCC3)cc2c(=O)n1CCc1ccccc1 (stereo not given)	2	-7	-23	-7	1	-14	-22	3	3
25	Cc1cc(/C=C(\C#N)C(=O)OCC(=O)NC(=O)NC(C)(C)C)c(C)n1CCC(C)C	-18	-3	7	-1	-27	-20[20 µM]	-29	-5	1

# 4 entries picked at random from the list so far, as already listed:
no.	structure	TbHK1 inh	Runt-SMMHC FRET	Calpain2 inh	RBBP9 inhibitor	NCF1 inh	Furin inh	EBV gp42 inh	Runt-CBFb FRET	p97 ATPase inh
12	Cn1c(=O)c2c(ncn2CC(=O)N2CCc3ccccc3C2)n(C)c1=O	0	-2	-19	4	-15	-10	-16	-1	3
17	COC(=O)[C@H](CCSC)NC(=O)NCCc1ccccc1F	4	4	-1	-1	-5	-29[20 µM]	-11	0	2
21	O=C(c1ccc(Cl)nc1)c1cccs1	-7	1	-35	-3	-12	-31	-11	-2	6
23	Clc1ccc(C2=Nn3c(nnc3-c3n[nH]c4c3CCC4)SC2)cc1Cl	3	-8	1	-2	-1	-22[20 µM]	2	-6	7

# The list continues.
no.	structure	TbHK1 inh	Runt-SMMHC FRET	Calpain2 inh	RBBP9 inhibitor	NCF1 inh	Furin inh	EBV gp42 inh	Runt-CBFb FRET	p97 ATPase inh
26	COC(=O)c1ccccc1Sc1c(/C=N/OCc2ccc(Cl)cc2)c(C(F)(F)F)nn1C	-11	-6	-8	0	-9	-17[20 µM]	-12	0	0
27	COc1ccc(C(=O)ON=C2c3ccccc3-c3ccccc32)cc1OC	-16	-5	-76	-4	-1	-21	-7	-1	2
28	CN(C)CCCNC(=O)c1ccc2[nH]c3ccccc3c2c1	-3	-4	-206	-7	-20	-8	-13	0	6
29	O=C(CCC(=O)N/N=C/c1cc(Cl)cc(Cl)c1O)NCc1ccccc1	1	92*	i	-6	-4	-22	-5	20	7
30	CCOC(=O)C(C(=O)OCC)C(C)C#CCN1CCCCC1 (stereo not given)	0	0	9	-3	-5	-8[20 µM]	-5	0	-1
31	CCOc1ccc(/C=N/NC(=S)NC2CC3CC2C2C=CCC32)cc1 (stereo not given)	-8	0	13	-11	-4	-5	-2	-1	-18
32	CCSCC1COC(c2cccn2Cc2ccc(C)cc2)=N1 (stereo not given)	0	-7	-3	0	-20	-19	-27	/	4
33	Cc1cccc(N2C(=O)/C(=C\c3ccc(OC(F)F)cc3)c3ccccc3C2=O)c1	-1	-11	-119	-5	-7	-22	-5	0	8
34	Cc1ccccc1C(=O)c1ccc2c(c1)n(C)c(=O)n2C	-25	-6	-2	-1	-12	-19	-19	19	1
35	Cc1cc(Cl)ccc1OCc1n[nH]c(=S)n1C1CCCCC1	11	7	21	0	-9	-6[20 µM]	-8	3	1
36	CCOc1ccccc1Nc1nc2ccccc2[nH]1	-3	0	-17	-6	-11	-16[20 µM]	-12	-1	3
37	CCOC(=O)c1cnn(CCOC(=O)c2cccc(F)c2)c1NC(=O)c1cccc(F)c1	1	-6	17	-5	-5	-6	-3	-4	-9
38	COc1ccc(-n2c(=O)c3ccccc3n(Cc3cccc(C)c3)c2=O)cc1OC	-2	-2	-28	0	-2	-21	2	0	0
39	Cc1[nH]c2ccc(C(=O)O)cc2c1C	-1	-3	-33	3	-13	-6[20 µM]	-21	2	0
40	COc1ccccc1/C=N/NC(=O)c1ccc(CN2C(=O)c3cccc4cccc2c34)cc1	-21	-37	-133	-15	-11	-13	-15	-43	1
41	CCOc1ccccc1N(CC(=O)Nc1cccnc1)S(C)(=O)=O	-3	-3	7	4	-11	-19[20 µM]	-21	14	5
42	COc1ccc(NS(=O)(=O)c2ccc(N3CCCC3)c(NC(=S)Nc3ccc(SC(F)F)cc3)c2)cc1	21	17	-67	-6	7	-14	-4	29	4
43	CCOCc1nnc(NC(=O)CSCc2ccccc2)s1	-1	-1	19	-3	0	-25	-22	1	1
44	CCn1c(SCc2nc3ccccc3c(=O)[nH]2)nnc1C(C)NC(=O)c1ccccc1 (stereo not given)	1	-6	8	7	-3	-15	-10	2	7
45	O=C(NCc1ccccc1)c1ccc(S(=O)(=O)N2CCCC2)cc1	4	2	-17	1	-4	-5[20 µM]	-1	-1	2
46	COc1cccc(C(=O)Cn2c(=O)n(CC3CCCO3)c(=O)c3ccccc32)c1 (stereo not given)	-7	-2	1	-7	-12	-15[20 µM]	-14	0	-1
47	Cc1cccc(NC(=O)CSc2nnc(NC(=O)CN3CCCCC3)s2)c1	-2	-2	-5	-3	-7	-25	-9	0	4
48	CCOC(=O)CSc1nc(-c2ccccc2)nc2c1oc1ccccc12	-5	0	18	-10	-2	-18[20 µM]	-2	-4	-3
49	COc1ccc(-c2cc(=O)[nH][nH]2)cc1	1	1	15	-8	-16	-7[20 µM]	-10	4	-3
50	O=[N+]([O-])c1ccccc1N/N=C1\CC2CC=CC12 (stereo not given)	-9	-10	-12	-11	-3	-29	0	-12	-1
51	O=C1N/C(=N/N=C/c2ccccc2)SC1(c1ccccc1)c1ccccc1	-32	1	27	-4	1	-10[20 µM]	-2	-1	3
52	CC(C)c1onc(C(=O)NC(C)c2ccccc2)c1[N+](=O)[O-] (stereo not given)	-15	-2	15	6	/	-22	-17	-1	5
53	Cc1occc1C(=O)Nc1cc(C(F)(F)F)ccc1Cl	-3	0	22	-3	2	4[20 µM]	-16	0	7
54	O=C(Cc1cccs1)N(Cc1cccs1)C1(C(=O)NC2CCCC2)CCCCC1	-3	-6	18	-2	0	-10[20 µM]	-14	1	-1
55	O=C(NCc1cccnc1)C1CCCN(S(=O)(=O)c2cccc3nsnc23)C1 (stereo not given)	-5	3	24	-12	-3	-5	-5	-2	-5
56	O=C(O)CCc1ccc(-c2ccc(Cl)cc2)n1CCC(=O)O	12	3	-21	-6	-12	-24[20 µM]	-17	4	0
57	COc1ccc(/C=C(/NC(=O)c2ccccc2)c2nc3ccc(Cl)cc3[nH]2)cc1OC	-38	7	-73	-3	-13	-14	-4	-4	3
58	Cc1ccc2nc(C3CCCN(C(=S)Nc4ccccc4C)C3)[nH]c2c1 (stereo not given)	-2	0	-16	-3	-14	-27	1	3	-3
59	Cc1cccc(NC(=O)/C(=C\c2ccco2)NC(=O)c2cccs2)c1	-33	3	33	-2	-27	15[20 µM]	-1	/	4
60	CS(=O)(=O)N1CCN(C(=O)c2cc(-c3cccnc3)nc3ccc(Cl)cc23)CC1	-7	-3	-16	-2	-8	-11	-14	3	2
61	CCOc1ccc(-c2nnc(-c3ccncc3)o2)cc1OCC	-14	-1	12	3	16	-13	-1	-2	3
62	COc1cccc(CN(CC2CCCO2)S(=O)(=O)c2ccc(S(=O)(=O)NCC3CCCO3)cc2)c1OC (stereo not given)	-6	-5	-8	-8	7	-10[20 µM]	-27	1	-8
63	O=C(Nc1ccccc1C(=O)O)c1ccc(Br)o1	-1	4	-10	8	-21	-11[20 µM]	-6	6	3
64	C=CCN(c1ccc(C(=O)Nc2ccc3c(c2)OCO3)cc1)S(C)(=O)=O	-1	3	-6	3	10	-20	8	-1	-2
65	CC1CCN(C2CC(=O)N(c3ccccc3)C2=O)CC1 (stereo not given)	-4	-2	-27	-6	-8	-18	-18	1	4
66	Cc1ccc(Nc2c(-c3ccccn3)nc3cccc(C)n23)cc1	-1	4	-18	4	3	-18	-5	0	1
67	COc1ccccc1Nc1nc2cc(C)ccc2cc1C#N	-9	86	-170	0	-5	-33	-12	19	3
68	CCOC(=O)c1c(NC(=O)Cn2nc(C(F)(F)F)cc2C)sc(C)c1C	-2	-2	23	2	2	-15	1	-4	-3
69	O=C(CNC(=O)c1cccc(Cl)c1)N/N=C/c1cccnc1	-11	0	-7	-6	-6	-30	-6	1	3
70	C#Cc1ccc([C@H]2C=C(C(=O)NCc3ccccc3)O[C@@H](OCC)[C@@H]2CCCO)cc1	-6	0	2	-2	-17	-26	-6	0	3
71	O=[N+]([O-])c1cc(/C=N\O)ccc1Oc1ccc(F)cc1	-2	-4	13	1	-6	-2	-2	1	0
72	CCOC(=O)CSc1nc2ccccc2c(=O)n1CC1CCCO1 (stereo not given)	3	-3	5	4	-3	-25	7	-1	3
73	Cc1ccccc1-n1c(C)n[nH]c1=S	1	5	8	-7	-9	-22[20 µM]	-24	/	2
74	Cc1c(C)c(C)c(CN2CCCC2)c(C)c1C	-2	0	-6	-9	-3	-14	-20	2	7
